# Assay outcomes deposited in PubChem BioAssay by several laboratories.
# DAX1 inh-1 = inhibits human nuclear receptor DAX1; inhibition, % at 6.75 µM; AID 504766; P51843; 0.99% of 340,000 active; HEK293 Gal4-DAX1 luciferase reporter, luminescence;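 active = inhibition above the mean over all tested compounds plus 3 SD, cut at about 4.2% in these data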;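 also: 0% = DAX1-transfected cells with DMSO and 100% = empty-vector control cells with DMSO; inhibition shows as a rise in luminescence from relieved DAX1 repression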
# Target sequence (P51843 207-470 limits assumed): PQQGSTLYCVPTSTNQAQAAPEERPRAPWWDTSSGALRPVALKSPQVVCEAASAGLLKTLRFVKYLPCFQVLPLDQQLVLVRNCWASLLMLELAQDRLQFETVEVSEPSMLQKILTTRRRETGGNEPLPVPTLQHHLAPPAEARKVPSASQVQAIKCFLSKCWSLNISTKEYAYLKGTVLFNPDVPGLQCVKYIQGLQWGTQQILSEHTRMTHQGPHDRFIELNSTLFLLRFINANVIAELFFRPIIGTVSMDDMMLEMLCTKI
# DAX1 inh-2 = DAX1 (NR0B1) inhibition, primary screen; AID 652010; HEK293T StAR-luciferase reporter, SF-1/DAX-1 repression relief; inhibition, % at 6.8 µM; 1.1% of 370,000 active;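 active = inhibition above the mean over all tested compounds plus 3 SD, cut at about 3.6% in these data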;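 also: 0% = DAX-1 cells with DMSO and 100% = cells lacking DAX-1 with DMSO; higher inhibition means more luminescence from relief of DAX-1 repression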
# SMARCA2 activ = SMARCA2 function activation, primary screen; MG213 cells, MMTV-luciferase reporter, dexamethasone, overnight; activation, % at 9.1 µM; 1% of 370,000 active; in the data active = activation above about 7.8%;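 also: 0% = vehicle wells and 100% = reference activator wells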
# ssDAF-12 act = S. stercoralis DAF-12 activation, primary screen | HEK293 ssDAF-12/GRIP1 lit1-tk-luc reporter, luminescence; % of 3 µM dafachronic acid response | activation, % at 6.8 µM | 1% of 370,000 active;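 active = activation above the mean over all tested compounds plus 3 SD, cut at about 0.9% in these data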;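 also: 0% = DMSO-only wells and 100% = 3 µM delta7-dafachronic acid wells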
# GAA850 FXN act = increases GAA850 frataxin promoter reporter activity | HEK293 lucGAA850 FXN promoter luciferase reporter, 24 h; percent of 10 µM SAHA response | activation, % at 6 µM | 0.56% of 360,000 active;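 active = activation above the average of all compounds screened plus 3 SD, cutoff fixed separately per campaign, cut at about 7.5% in these data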;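 also: 0% = DMSO wells and 100% = 10 µM SAHA wells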
# proKLK7 act = proKLK7 (human) activation, primary screen; purified proKLK7, EDANS-DABCYL substrate fluorescence; 100% is mature enzyme control, 0% vehicle; activation, % at 7 µM; 0.9% of 370,000 active; AID 652039;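 active = activation above the mean of all tested compounds plus 3 SD, computed per campaign excluding outliers beyond control limits, cut at about 13% in these data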
# Target sequence (P49862 whole entry, looked up): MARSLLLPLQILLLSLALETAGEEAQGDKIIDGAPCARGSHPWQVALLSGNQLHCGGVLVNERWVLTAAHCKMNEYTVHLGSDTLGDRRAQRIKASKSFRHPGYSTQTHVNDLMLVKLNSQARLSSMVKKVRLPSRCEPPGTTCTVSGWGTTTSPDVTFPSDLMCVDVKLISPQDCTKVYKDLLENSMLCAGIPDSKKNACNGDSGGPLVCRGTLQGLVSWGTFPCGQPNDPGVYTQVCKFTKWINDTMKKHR
# hgDAF-12 ag = activates the H. glycines DAF-12 receptor ligand-binding domain; 1.8% of 370,000 active; activation, % at 6.8 µM; HEK293 GAL4-hgDAF12 UAS-luciferase reporter, agonist luminescence; normalized to butyrate control; AID 687014;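 active = activation above a cutoff set at the mean of all screened compounds plus 3 SD, cut at about 10% in these data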;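 also: 0% = DMSO wells and 100% = sodium butyrate wells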
# NPR1 activator = GC-A (human) enzyme activation; HEK293 GC-A cells, cGMP TR-FRET, EC30 ANP; 0% at EC30 ANP, 100% saturating ANP; 0.14% of 370,000 active; activation, % at 10 µM; AID 1671463; in the data active = activation above about 40%
# GC-B act = GC-B (human) receptor activation; P20594; HEK293-GC-B cells, CNP EC30, cGMP TR-FRET; 0% at EC30 CNP, 100% saturating CNP; activation, % at 10 µM; 0.11% of 370,000 active; AID 1920062;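 active = activation at 10 µM reaching about 35% in either raw or pattern-adjusted values, limit read from the data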
# sPLA2-III inh = Inhibits HGIII-sPLA2 liposome hydrolysis, primary screen | Q9NZ20 | QFRET BODIPY PC-A2 liposome hydrolysis, fluorescence | inhibition, % at 12.2 µM | 0.56% of 370,000 active | AID 743126;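 active = inhibition above mean plus 3 SD of compounds lying within the high and low control bounds, cut at about 19% in these data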;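 also: 0% = median of test compound wells and 100% = no enzyme DMSO wells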
# Target sequence (Q9NZ20 whole entry, looked up): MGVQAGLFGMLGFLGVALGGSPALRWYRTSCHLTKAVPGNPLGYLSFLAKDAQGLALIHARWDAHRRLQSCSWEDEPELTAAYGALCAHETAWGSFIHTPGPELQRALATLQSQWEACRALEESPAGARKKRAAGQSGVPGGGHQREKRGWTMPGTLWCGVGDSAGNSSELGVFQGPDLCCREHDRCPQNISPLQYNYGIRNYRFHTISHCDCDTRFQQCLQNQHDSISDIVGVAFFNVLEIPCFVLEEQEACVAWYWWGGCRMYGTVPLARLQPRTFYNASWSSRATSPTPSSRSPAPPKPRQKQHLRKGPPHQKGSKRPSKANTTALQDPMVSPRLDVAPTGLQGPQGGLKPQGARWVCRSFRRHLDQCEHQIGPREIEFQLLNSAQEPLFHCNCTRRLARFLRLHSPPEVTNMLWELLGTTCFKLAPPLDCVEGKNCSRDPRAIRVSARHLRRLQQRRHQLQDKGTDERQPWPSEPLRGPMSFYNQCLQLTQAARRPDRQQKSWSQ
# hcDAF12 agonist = activates DAF-12 receptor from parasite H. contortus; HEK293 hcDAF-12 lit1-tk-luc reporter, luminescence; 0% DMSO, 100% Δ7-dafachronic acid; activation, % at 6.8 µM; 1.4% of 370,000 active; AID 652067;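 active = activation above the mean of all tested compounds plus 3 SD, cut at about 5.5% in these data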;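 also: 100% = response to 3 µM Δ7-dafachronic acid high control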
# Starred values were filed as active, the others as inactive; . = not tested or not shown. Random draw from the library; about 6.7% have a hit in one of these screens.
# The line under a structure holds: DAX1 inh-1	DAX1 inh-2	SMARCA2 activ	ssDAF-12 act	GAA850 FXN act	proKLK7 act	hgDAF-12 ag	NPR1 activator	GC-B act	sPLA2-III inh	hcDAF12 agonist
- CN(C)c1ccc(-c2ccnc3c2CC(C)(C(=O)NCc2ccc(F)c(F)c2)O3)cc1 (stereo not given)
  .	-1.4	-4	-1.9	-1.7	-6.9	-3.1	-2	-5	-2	-3.0
- Cc1ccc(S(=O)(=O)N/N=C2/CC(c3ccccc3)Oc3ccccc32)cc1 (stereo not given)
  -0.6	-0.2	-2	-0.1	3.5	0.4	3.3	1	2	-32	-0.4
- COc1ccccc1-c1nn(-c2ccccc2)cc1C(=O)NCC(c1ccco1)N1CCCC1 (stereo not given)
  0.4	-1.5	0	-1.1	1.3	-0.4	2.1	1	2	-2	1.9
- CC(C)(C)N1CSC(=S)N(Cc2ccccc2)C1
  0.9	0.3	-1	-1.1	0.5	-0.5	-1.5	0	2	-1	-1.5
- CN(C)c1c(-c2ccccc2)cc(-c2ccccc2)[nH]c1=O
  1.7	0.0	2	-1.1	0.0	16*	-0.7	14	-3	-2	-0.7
- CC(C(=O)N/N=C/c1ccc(N(C)C)c(Br)c1)N(c1ccccc1)S(C)(=O)=O (stereo not given)
  -0.7	-0.1	0	-1.1	0.9	0.8	0.0	3	-2	-7	-1.7
- CCOc1ccc(-n2c(SCC(=O)c3c(N)n(C)c(=O)n(C)c3=O)nnc2-c2cccnc2)cc1
  -0.9	0.0	0	-1.2	0.3	0.6	-0.3	3	1	-3	-1.0
- Cc1ccc(C)c(N2C(=O)CC(N3CCN(Cc4ccc5c(c4)OCO5)CC3)C2=O)c1 (stereo not given)
  0.4	0.1	-4	-1.6	1.4	0.4	1.3	2	-1	1	-2.5
- O=[N+]([O-])c1ccc(Sc2ncc3ccccn23)nc1
  3.5	-0.3	0	-0.9	2.8	0.2	-2.3	-1	3	1	0.1
- O=C(NCc1nnc(SCC(=O)N2CCCC2)o1)c1cccc(C(F)(F)F)c1
  0.7	-0.7	-1	-0.6	-1.9	0.0	-1.8	0	0	1	-0.4
- Nc1nnc(CC(=O)N/N=C\c2cc([N+](=O)[O-])ccc2O)s1
  -0.2	-0.1	1	-1.1	0.3	-0.7	-4.0	3	0	-3	0.0
- O=C(CSc1nc2ncccc2[nH]1)c1ccc2c(c1)OCO2
  .	0.8	5	-0.8	4.2	-0.1	2.6	-1	-7	-24	-1.4
- Cc1cc(Cl)ccc1NC(=S)N1CCC(C(N)=O)(N2CCCCC2)CC1
  0.1	0.2	0	-1.1	-1.9	0.3	-1.0	2	6	2	1.4
- COc1ccc(OC)c(N(CC(=O)NCCSc2ccccc2)S(C)(=O)=O)c1
  0.2	-0.1	-1	-0.5	0.2	-0.2	0.6	-1	2	-1	-1.5
- Cc1cc(=O)c2n(Cc3ccc(Cl)cc3)nc[n+]2[nH]1
  1.4	1.2	0	-1.2	-0.8	-0.3	1.9	2	3	0	-1.3
- O=C1NC[C@@H](CCCCN2C[C@H](Cc3ccc(O)cc3)N(CCc3ccccc3)C(=O)C2=O)N(Cc2ccccc2)C1=O
  .	-0.9	-2	-0.2	.	-0.1	-1.8	2	4	-10	-0.8
- O=C(Nc1cccc(S(=O)(=O)Nc2ccc(Cl)cc2)c1)c1ccc2c(c1)OCCO2
  -3.0	-2.7	-2	-3.0	-2.0	0.5	-6.6	-18	-5	-56	-2.4
- CC1=C(C(=O)N2CCCCCC2)CC(CC(=O)NC(c2ccccc2)c2ccccc2)C(=O)N1Cc1ccccc1 (stereo not given)
  .	-0.1	-3	-1.3	.	-0.4	0.0	-3	0	4	-1.9
- COC(=O)c1ccccc1NC(=S)NC(=O)COc1ccccc1
  -0.2	-0.3	0	-1.1	-0.5	-0.2	1.4	0	6	10	0.6
- Cc1cc2nc3n(c2cc1C)CC1CC(C(=O)NCc2cccc(C(F)(F)F)c2)N(C)C31 (stereo not given)
  1.6	-0.7	0	-1.3	0.4	0.0	-2.9	-2	2	-4	-0.9
- Cc1ccc(N2CC(C(=O)NNC(=O)c3ccc(F)cc3)CC2=O)cc1 (stereo not given)
  -0.2	-0.8	-1	-1.1	-1.8	0.6	-0.7	-1	2	0	0.0
- O=Nc1c(-c2ccccc2)n(O)[n+]([O-])c1-c1ccccc1
  -0.2	-0.3	0	0.1	8.9*	0.8	1.9	-1	3	-23	4.2
- COc1ccc(-c2nnnn2C(C)C)cc1S(=O)(=O)Nc1ccccc1
  -1.1	-0.3	-4	-1.4	3.5	0.0	-2.9	-1	-8	1	-2.9
- O=C(/C=C/c1ccc(S(=O)(=O)N2CCOCC2)cc1)Nc1cc(F)ccc1F
  -0.1	0.7	9.0*	-1.2	4.4	-0.2	9.5	-5	2	1	-0.2
- CN(C)c1ccc(CNC23CN4CN(CN(C4)C2)C3)cc1
  -1.3	-1.0	-3	-0.7	1.9	0.1	-3.6	-2	2	7	0.0
- Clc1ccc(C2=CSC3=Nc4cccc5cccc(c45)N23)cc1
  -0.8	-2.3	-4	-0.4	2.3	-0.1	-3.8	-8	4	10	2.2
- O=C(NCCCO)C(=O)NCc1ccccn1
  -1.1	0.4	-2	-0.8	-1.9	0.5	2.4	6	1	3	-0.8
- N=C(N)SCc1nc2ccccc2c(=O)n1-c1ccccc1Cl
  -1.2	1.1	4	-1.0	0.6	1.5	3.8	-5	1	1	1.1
- O=C(NCCc1ccc(C(F)(F)F)cc1)C1COc2ccccc2O1 (stereo not given)
  -0.3	-0.1	-3	-1.0	0.2	0.1	1.7	-5	-2	2	-1.3
- CCC(C)CNC(=O)c1[nH]c(C(F)(F)F)nc1-c1ccccc1 (stereo not given)
  .	-0.5	-1	-0.3	.	-0.5	0.1	-1	4	3	-2.7
- COc1ccc(NC(=O)CC2C(=O)NCCN2C(=O)c2ccc(Cl)cc2)cc1 (stereo not given)
  0.0	-0.2	-1	-0.7	0.0	0.7	-0.1	4	0	5	-0.8
- O=C(c1ccc2ncsc2c1)N1CCCCC1
  0.8	1.4	-2	-1.0	-0.1	-0.5	-0.8	3	-3	5	-1.1
- Cc1ccc(SCCC(=O)Nc2ccccc2C(=O)N2CCOCC2)cc1
  -1.4	0.3	-3	-1.3	1.9	-0.1	0.1	2	-1	1	-0.8
- O=C1NC[C@H](CCCCN2C[C@H](Cc3ccccc3)N(CC3CCCCC3)C(=O)C2=O)N(CCc2ccccc2)C1=O
  .	0.1	-1	-0.8	.	0.7	-5.1	5	0	10	0.6
- CNC(=O)C1CC(=O)N(Cc2ccc3c(c2)OCO3)C(=Nc2ccc(OC)cc2)S1 (stereo not given)
  -0.9	-0.6	-1	-1.2	-0.5	-0.5	-0.3	-2	-2	-6	-1.7
- O=C(NCc1cccs1)c1cccc(N2CCCC2=O)c1
  0.7	-0.2	-3	-1.0	-1.1	0.1	-1.1	0	-1	0	-1.0
- c1ccc(N2CCN(Cc3ccnc4ccccc34)CC2)cc1
  1.6	-1.8	-1	-1.9	-5.2	0.0	-2.0	-3	2	8	-1.6
- CCc1ccc(NC2=CC(=O)CC(C)(C)C2)cc1
  1.8	-0.5	-1	-1.2	0.7	0.1	1.0	0	5	0	-1.9
- CC1CCCN(C(=O)Cn2nnc(-c3ccccc3F)n2)C1 (stereo not given)
  3.3	0.7	-1	0.3	3.1	-0.1	6.3	5	2	-5	1.3
- O=C(CC(=O)Nc1ccc(Cl)c(Cl)c1)N/N=C/c1ccc(O)cc1
  -1.4	-0.7	-5	-2.4	-0.5	-1.3	-0.6	-3	-1	-69	-1.9
- O=C(NCC1CCCN(Cc2ccc3nonc3c2)C1)c1ccc(F)cc1 (stereo not given)
  3.4	-0.6	-2	-1.0	-0.4	-0.7	3.2	0	3	3	0.0
- CCOC(=O)c1cc2cc(OC)ccc2n1C1CCN(CCc2ccccc2)CC1
  .	-0.1	-5	-0.3	.	-1.4	0.9	-1	0	-8	-1.2
- Cc1ccc(O)c(CNc2ccc(S(=O)(=O)Nc3nccs3)cc2)c1
  -0.5	0.9	5	-1.0	0.1	0.3	-0.2	0	-3	-25	-1.0
- Cc1ccsc1CN(C)C(=O)C(NC(=O)c1cccc(S(=O)(=O)N2CCOCC2)c1)C(C)C (stereo not given)
  -1.1	-0.7	2	-1.4	-0.7	-0.1	-3.6	0	10	-1	-2.2
- CCN(CC(=O)Nc1ccc2c(c1)OCCO2)C(=O)C(C)Oc1ccc(F)cc1 (stereo not given)
  -1.1	-0.9	-3	-1.4	1.7	0.5	-1.8	-3	4	3	-1.2
- CCn1cnnc1SCC(=O)Nc1ccccc1C(=O)NC1CC1
  -1.1	1.1	-2	-0.2	-1.7	-0.1	0.5	-1	-1	0	-0.7
- Cc1[nH]n(-c2ccccc2)c(=O)c1C(C[N+](=O)[O-])c1ccccc1Cl (stereo not given)
  1.3	-0.2	1	-0.6	1.6	-0.1	0.2	1	6	-5	3.0
- COc1ccc(CCn2c(C)nc3ccccc3c2=O)cc1OC
  -1.1	-1.1	1	-1.3	-0.3	0.2	0.8	0	-2	1	-2.2
- c1ccc(Cn2cc(CSc3ccccc3)nn2)cc1
  1.9	0.9	3	-0.6	5.3	-0.2	4.8	2	2	1	3.0
- Cc1ncc(CN2CCC(CO)(CCOc3ccccc3)CC2)s1
  2.6	0.0	-2	-0.1	2.3	-0.9	-4.6	-2	0	9	-2.6

# (listing goes on)
# The line under a structure holds: DAX1 inh-1	DAX1 inh-2	SMARCA2 activ	ssDAF-12 act	GAA850 FXN act	proKLK7 act	hgDAF-12 ag	NPR1 activator	GC-B act	sPLA2-III inh	hcDAF12 agonist
- CN1C(=O)[C@H]2[C@@H](c3ccc(C(F)(F)F)cc3)N[C@]3(CCCN(Cc4ccc(C(F)(F)F)cc4)C3=O)[C@H]2C1=O
  0.6	0.7	-2	-1.4	-1.8	-0.6	-0.4	-1	3	1	1.0
- OCC[C@@H]1C[C@@H](O)[C@H](O)[C@]2(CCCCO2)O1
  -0.3	0.2	2	-0.9	0.8	0.0	1.7	0	2	3	1.3
- CCc1ccc(/C=C/C(=O)c2cc(Br)ccc(=O)c2O)cc1
  -0.1	-0.5	-3	-0.1	1.9	-0.1	-0.7	-7	-2	9	3.0
- CSC1=C(C#N)C(c2ccc(C(C)C)cc2)CC(=O)N1 (stereo not given)
  -0.3	-0.1	-2	-1.3	2.2	-0.4	0.5	14	1	4	-1.5
- CC1CCCC(NC(=O)Cc2ccc(Br)cc2)C1C (stereo not given)
  0.3	-0.4	-2	-1.1	0.0	0.5	-0.3	-3	3	0	-0.5
- COc1cccc(/C=N/NC(=O)Cn2nc(C)c([N+](=O)[O-])c2C)c1O
  -1.6	-1.1	-2	-0.7	-4.2	0.4	-6.9	2	4	-11	-2.0
- COc1ccc(C(C)(NC(C)=O)c2nc(-c3cncnc3)cs2)cc1 (stereo not given)
  .	1.1	-1	0.1	1.8	0.3	2.1	2	0	5	0.4
- CCOC(=O)c1ccc(NC(=O)CN2C(=O)C(=O)N(CC(C)C)C2=O)cc1
  -0.9	0.1	4	-0.8	-1.2	0.2	0.5	1	-1	-4	-0.1
